# TbHK1 inh: blocks Trypanosoma brucei hexokinase 1 activity. recombinant TbHK1, G6PDH-coupled NADH A340. inhibition, % at 10 µM. 0.11% of 220,000 active. AID 1430;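 active means inhibition of 50% or more in the single-dose primary screen; inactive means inhibition below 50%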
# PGE2 EP2 inh: EP2 receptor (human) inhibition | inhibition, % at 25 µM | P43116 | 0.52% of 260,000 active | C6 glioma cells expressing human EP2, cAMP TR-FRET; cells stimulated with saturating PGE2 | AID 1422;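 active means percent inhibition above 40 after rounding to a whole number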;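 further: rat C6 glioma host cells with rolipram phosphodiesterase inhibitor present; the protocol text gives 20 µM as final concentration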
# p97 inhibitor: human p97 ATPase inhibition | recombinant p97 ATPase, Kinase-Glo ATP luminescence, 3 h | inhibition, % at 8 µM | 0.42% of 220,000 active | P55072; in the data active means inhibition above about 15%;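 further: 0% = DMSO vehicle and 100% = wells lacking enzyme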
# Target sequence (P55072 whole entry, looked up): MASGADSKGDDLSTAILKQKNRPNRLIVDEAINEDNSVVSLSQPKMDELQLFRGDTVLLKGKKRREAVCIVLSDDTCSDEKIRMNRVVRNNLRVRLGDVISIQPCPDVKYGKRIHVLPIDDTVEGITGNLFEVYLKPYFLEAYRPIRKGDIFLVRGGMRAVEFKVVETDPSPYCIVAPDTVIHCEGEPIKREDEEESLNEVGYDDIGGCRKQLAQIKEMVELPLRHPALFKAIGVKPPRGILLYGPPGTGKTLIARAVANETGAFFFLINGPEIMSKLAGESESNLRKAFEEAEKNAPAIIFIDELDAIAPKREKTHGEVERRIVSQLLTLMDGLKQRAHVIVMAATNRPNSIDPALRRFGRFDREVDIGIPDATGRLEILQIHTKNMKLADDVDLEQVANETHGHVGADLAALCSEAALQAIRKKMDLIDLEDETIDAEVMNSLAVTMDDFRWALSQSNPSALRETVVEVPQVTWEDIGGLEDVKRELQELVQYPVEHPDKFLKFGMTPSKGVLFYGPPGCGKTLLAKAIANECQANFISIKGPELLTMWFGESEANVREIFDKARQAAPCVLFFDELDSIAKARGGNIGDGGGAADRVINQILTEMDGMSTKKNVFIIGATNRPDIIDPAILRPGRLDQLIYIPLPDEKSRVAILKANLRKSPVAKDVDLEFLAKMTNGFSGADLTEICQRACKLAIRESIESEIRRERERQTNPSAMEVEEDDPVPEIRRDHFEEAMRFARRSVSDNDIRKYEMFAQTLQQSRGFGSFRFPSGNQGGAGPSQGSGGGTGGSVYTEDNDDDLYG
# PPC-1+TRAIL kill: kills PPC-1 cancer cells in the presence of TRAIL; PPC-1 cells + TRAIL, ATPLite viability luminescence; cell killing (% activity), % at 4 µM; 0.41% of 220,000 active; AID 1443;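 active means cell killing above 50% in the first pass at 4 µM, then a duplicate retest at 5 µM averaging 50% or more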;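 further: plate controls were cells with TRAIL plus DMSO for no effect and medium-only wells lacking cells for full effect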
# Furin inh: human furin inhibition; P09958; purified furin, fluorogenic substrate cleavage; inhibition, % at 30 µM; 0.061% of 220,000 active; AID 463115; in the data active means inhibition above about 25%; further: inactives centre near -15
# Ba/F3 V617F tox: lowers viability of Ba/F3 cells expressing EpoR and JAK2V617F. ATP luminescence. inhibition, % at 5.6 µM. 1.1% of 220,000 active. AID 1446;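 active means inhibition above the campaign mean plus 3 SD over all tested compounds, cut at about 24% in these data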;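 further: cytokine-independent growth of Ba/F3 cells driven by EpoR plus mutant JAK2; 0% = DMSO-treated cells and 100% = JAK inhibitor I control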
# RBBP9 inh: inhibitors of human serine hydrolase RBBP9; O75884; recombinant RBBP9, FP-Rh probe fluorescence polarization; inhibition, % at 7.94 µM; 0.2% of 220,000 active; AID 1515;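 active means inhibition above the campaign mean of all tested compounds plus 3 SD, cut at about 14% in these data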;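 further: plate controls were DMSO wells with RBBP9 for no effect and wells lacking RBBP9 protein for full effect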
# Target sequence (O75884 whole entry, looked up): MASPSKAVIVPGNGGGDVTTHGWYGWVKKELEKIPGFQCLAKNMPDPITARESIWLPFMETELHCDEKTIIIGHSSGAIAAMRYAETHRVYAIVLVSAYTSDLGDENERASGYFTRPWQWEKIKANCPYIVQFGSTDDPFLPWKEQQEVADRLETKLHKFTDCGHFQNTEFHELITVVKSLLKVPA
#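 Measured by: FP readout at 525/598 nm; material: recombinant human RBBP9; also added: Serine-hydrolase probe FP-Rh, 375 nM pre-mixing; medium: Tris buffer pH 8.0, NaCl, Pluronic; replication: one well per compound; doses: one concentration, 7.94 µM nominal, 0.794% DMSO; timing: preincubation 30 min plus labeling 45 min at 25 °C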
# BaF3 tox: parental Ba/F3 viability inhibition as JAK2V617F counter-screen. 1.1% of 220,000 active. CellTiter-Glo ATP luminescence. inhibition, % at 5.6 µM;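 active means inhibition above a per-campaign cutoff, the mean inhibition of all tested compounds plus 3 SD, cut at about 27% in these data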;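 further: 0% = DMSO wells and 100% = JAK Inhibitor I control wells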
# NCF1 inh: blocks human p47phox regulatory protein of NADPH oxidases. P14598. p47phox/p22phox peptide binding, fluorescence polarization, 2 h. inhibition, % at 24.7 µM. 0.53% of 220,000 active;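 active means inhibition above about 30%, limit read from the data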;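 further: 0% = p47phox with labelled peptide and 100% = labelled peptide alone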
# An asterisk follows results filed as active; . = not tested or not shown; & = joins results of further samples; [ ] = dose if it differs, or a comment. An excerpt, so the mix of outcomes need not match the whole.
# Each structure is followed by: TbHK1 inh, PGE2 EP2 inh, p97 inhibitor, PPC-1+TRAIL kill, Furin inh, Ba/F3 V617F tox, RBBP9 inh, BaF3 tox, NCF1 inh
1: CCN(CC)S(=O)(=O)c1cc(C(=O)OCC(=O)c2ccc3c(c2)NC(=O)CO3)ccc1Cl
→ 14, 12, 3, 18, -21[20 µM], -2, 0, 2, 5
2: Cc1cccc(C)c1NC(=O)CCCN1CC(C)OC(C)C1 (stereo unspecified)
→ -5, 26, 2, 5, -18[20 µM], -1, 4, 3, -14
3: COc1ccc(NC(=O)CCSc2ccc(C)cc2)cc1
→ -1, 2, -7, 13, -18, 3, -10, 5, -1
4: CC(C)(C)c1cc(OC(=O)c2ccccc2F)ccc1O
→ 11, 11, 0, 2, -11, -3, 3, 5, -6
5: O=[N+]([O-])c1ccc(Nc2ccc3ccccc3c2)nc1
→ 1, 8&6, 3, 7, -11[20 µM], -1, -2, 9, -13
6: Cc1c(C)c(C)c(S(=O)(=O)N2CCNCC2)c(C)c1C
→ -1, 5, 3, 21, -21, 0, -3, -2, -1
7: Cc1cccc(C(=O)NC(C)C(c2cccs2)N2CCOCC2)c1 (stereo unspecified)
→ -6, 5, 1, 1, -17, -2, 2, 0, -11
8: C=CCOc1cccc(C2C(C(=O)c3ccc(C)o3)=C(O)C(=O)N2CCN(C)C)c1 (stereo unspecified)
→ -20, 13, -4, -9, -15, 0, -2, 11, 0
9: Cc1nc(N2CCC3(CC2)OCCO3)c2nnn(Cc3ccccc3F)c2n1
→ -12, 16&14, -2, 32, -8[20 µM], 3, 4, 5, -4
10: O=S(=O)(c1ccc(NC(=S)NCc2ccco2)cc1)N1CCCC1
→ 29, 10, -6, 9, -7, 1, -11, 7, -12
11: OCC1(CCc2ccccc2)CCN(Cc2ccccc2Cl)CC1
→ -9, 4, -1, 9, -17, 0, -8, 9, 10
12: Cc1cccc(C)c1NC(=O)COC(=O)c1cc(-c2cccnc2)nc2ccccc12
→ -14, 4, 4, 13, -14, -2, -8, 1, -40
13: O=C(NC(=S)NCc1nc2ccccc2[nH]1)c1ccc(F)cc1
→ -8, 8, 1, 24, -4, 0, 5, 0, -4
14: O=C(Nc1ccccc1)Nc1ccc(Oc2cccnc2)nc1
→ 6, 1, -3, 20, -26, 4, -6, 2, 4
15: CCOc1ccc(-c2cc(CCCC(=O)NCCC(C)C)no2)cc1
→ -1, 9, -1, 39, -18, -1, -4, 2, -11
16: CCOC(=O)C1C2C=CC3(CN(Cc4ccco4)C(=O)C13)O2 (stereo unspecified)
→ 4, 7, 1, -1, -22[20 µM], -3, -10, -2, -9
17: CC(=O)N1CCN(C(=O)COc2ccc(N(C)S(=O)(=O)c3cccs3)cc2)CC1
→ 8, 3, 3, 14, -23, 5, 3, 7, .
18: CC(NC(=O)CN(c1cccc(C(F)(F)F)c1)S(=O)(=O)c1ccc(Cl)c([N+](=O)[O-])c1)c1ccccc1 (stereo unspecified)
→ -1, 15, 2, -7, -5, 0, -6, 1, -5
19: COC(=O)CN1C(=S)N(Cc2ccccc2)C(=O)C1CC(=O)Nc1ccc(OC)cc1 (stereo unspecified)
→ 1, 8, -7, 2, -20, 6, -5, 10, -5
20: Cn1c(N)c(C(=O)CSc2nnc(-c3ccccc3F)n2C2CC2)c(=O)n(C)c1=O
→ 3, 5, -1, 26, -20, 0, -15, 4, -2
21: O=C(O)CCCC(=O)Nc1nc(-c2ccc(F)cc2)cs1
→ -2, 7, 2, 10, -14[20 µM], -2, 4, 2, -5
22: COc1ccc(S(=O)(=O)NCCSCc2cccc(C)c2)cc1Br
→ 7, 11, -4, -1, -9[20 µM], 3, -10, 1, -7
23: O=C(CN(C1CCCCC1)S(=O)(=O)c1ccc(Cl)cc1)N1CCOCC1
→ -4, 5, 0, 19, -19[20 µM], -3, 8, 1, -15
24: FC(F)(F)c1ccc(Cl)c(-n2c(-c3cc(-c4ccco4)[nH]n3)n[nH]c2=S)c1
→ -9, 9, 11, 10, -10, -1, -2, 0, 11
25: COc1cc(C(C)=O)ccc1COc1ccc(C(=O)OCC(=O)NC(C)(C)C)cc1OC
→ -14, 3, 3, -2, -18, -2, -3, 4, -18
26: Cc1ccc2c(CSc3nncs3)cc(=O)oc2c1
→ -24, 22, -8, -4, -13, 1, -3, 1, -17
27: O=C(NC1CCS(=O)(=O)C1)c1cccc(S(=O)(=O)N2CCCCCC2)c1 (stereo unspecified)
→ 8, 8, 4, -2, -5, 2, -11, 3, 8
28: CCC1=C(OC(=O)N(CC)CC)N2C(=O)OC(=NCCc3c[nH]c4ccccc34)[C@]2(C)[C@H]2C1=CC[C@H]1C(=O)N(CC)C(=O)[C@H]12
→ -16, 8, ., 6, -33, ., ., ., -22
29: O=C1Nc2ccccc2/C1=C\c1cccn1-c1ccc(OC(F)(F)F)cc1
→ 5, 6, -1, 28, -20[20 µM], 1, -7, 4, -7
30: N#Cc1cccnc1Nc1ccc(Cl)cc1
→ -11, 2, -3, -8, -12, 3, -7, 3, -2

# Remaining list, next part.
# Each structure is followed by: TbHK1 inh, PGE2 EP2 inh, p97 inhibitor, PPC-1+TRAIL kill, Furin inh, Ba/F3 V617F tox, RBBP9 inh, BaF3 tox, NCF1 inh
31: COc1cccc(-c2nn(-c3ccccc3)cc2C(=O)n2nnc3ccccc32)c1
→ 7, 1, 4, -11, -23[20 µM], -1, 5, 6, -16
32: c1ccc(CSc2nnc3ccc(-c4cccs4)nn23)nc1
→ -13, 6, 4, 6, -8, -2, -4, 1, -1
33: Cc1cc(-c2csc(NC(=O)c3ccc(C#N)cc3)n2)c(C)n1Cc1ccco1
→ -11, 10, 2, 11, -16, 3, -7, 2, -32
34: COc1ccc(-c2ccc(SCC(=O)c3cccs3)nn2)cc1
→ -3, 10, 4, -3, -29, 2, -3, 7, -31
35: CCOC(=O)CCSc1n[nH]c(=S)s1
→ -2, 12, 2, 13, -5, 6, -2, 1, 10
36: O=S(=O)(O/N=C1\CCCc2ccccc21)c1ccccc1
→ 0, 8, 1, 7, -20[20 µM], 1, 0, 1, -8
37: CCOP(=O)(OCC)C(Nc1ccc(C(=O)O)cc1)c1ccccc1 (stereo unspecified)
→ 0, 3, 1, 7, -18, -1, -1, -2, 1
38: CCC(=O)N(C)CCc1cc2c(c(OC)c1/C=N/NC(=O)[C@H]1C[C@@H]1c1ccccc1)OCO2
→ -3, 11, -8, -1, -7, 1, -8, 4, 2
39: COCCOc1cc(N(CC(=O)N(C)C)S(=O)(=O)c2ccccc2)c(Cl)cc1Cl
→ 6, 4, -3, -16, -20, 0, -6, 4, 3
40: CC(C)Oc1cccc(C(=O)C2CCCN(Cc3ccc(Oc4ncccn4)cc3)C2)c1 (stereo unspecified)
→ -4, 4, 1, 12, -17, -4, 1, 1, -4
41: CN1CCN(C2=Cc3ccccc3Sc3cc(F)c(Cl)cc32)CC1
→ 5, 12, -14, 19, -11[20 µM], 7, 5, 5, -9
42: NCCc1nnc(SCc2ccccc2Cl)o1
→ 0, 5, 12, 6, -16, -3, -4, -5, -4
43: Nc1c(N2CCOCC2)cc(Cl)c2nonc12
→ 7, 9, 2, 2, 2, 3, -5, 6, -1
44: COC(=O)c1ccc2nc(NC(=O)C(C)(C)C)sc2c1
→ 4, 7, -5, 85*[5 µM], -17, 3, -6, 5, -1
45: CCOC(=O)C1=NNC2(c3ccc(Cl)cc3)C(=O)N(c3cc(C)cc(C)c3)C(=O)C12 (stereo unspecified)
→ -3, 11, -6, 12, -18[20 µM], 0, -6, 0, -10
46: CC1=C(C(=O)N(C)C)C(c2cccs2)NC(=O)N1 (stereo unspecified)
→ -16, 6, 2, 4, 9[20 µM], -2, 6, 0, 1
47: Cc1ccc(C)n1-c1nn(S(=O)(=O)c2cccc3cccnc23)c2cccc(F)c12
→ -15, 7, 6, 16, -20, -5, -4, -2, -15
48: COc1cc(OC)c(S(=O)(=O)Nc2ccc(C(=O)N3CCCC3)cc2)cc1NC(C)=O
→ 0, 4, 5, -7, -12, 5, -7, 7, -1
49: CCOC(=O)C1CCCN(C(=O)c2cc3nc(-c4cccc(OC)c4)cc(C(F)(F)F)n3n2)C1 (stereo unspecified)
→ -20, 0, 4, 10, 11, -1, 2, 3, 2
50: CC(=O)C1=C(O)C(=O)N(Cc2cccnc2)C1c1ccc(C)cc1 (stereo unspecified)
→ -22, 6, 2, 0, -13[20 µM], -1, -9, 4, -1
51: Cc1ccc2[nH]c(=O)c(CN(CCCN3CCOCC3)C(=O)Nc3ccc(Cl)cc3)cc2c1
→ -10, 15&11, 0, 12, -12, -3, 3, 2, -3
52: CN(C)S(=O)(=O)c1ccc(Cl)c(C(=O)NCc2ccco2)c1
→ -11, 6, -2, 7, -17[20 µM], -4, -8, 3, -12
53: COc1ccc(CN2CCCC(CNC(=O)c3ccc(F)cc3)C2)c(F)c1 (stereo unspecified)
→ 3, 7, -6, 21, -18, -4, -12, 5, -5
54: O=C(CSc1ncccc1-c1nc2ccccc2[nH]1)N1CCc2ccccc21
→ 24, 14, 8, 18, -19, -4, -4, 5, 9
55: COC(C(=O)Nc1cccc(F)c1)c1ccccc1 (stereo unspecified)
→ 2, 10, -3, 9, -11, 6, 2, 10, 0

# A draw from above in order of length of the SMILES, smallest number first.
# Each structure is followed by: TbHK1 inh, PGE2 EP2 inh, p97 inhibitor, PPC-1+TRAIL kill, Furin inh, Ba/F3 V617F tox, RBBP9 inh, BaF3 tox, NCF1 inh
42: NCCc1nnc(SCc2ccccc2Cl)o1
→ 0, 5, 12, 6, -16, -3, -4, -5, -4
43: Nc1c(N2CCOCC2)cc(Cl)c2nonc12
→ 7, 9, 2, 2, 2, 3, -5, 6, -1
55: COC(C(=O)Nc1cccc(F)c1)c1ccccc1 (stereo unspecified)
→ 2, 10, -3, 9, -11, 6, 2, 10, 0
32: c1ccc(CSc2nnc3ccc(-c4cccs4)nn23)nc1
→ -13, 6, 4, 6, -8, -2, -4, 1, -1
44: COC(=O)c1ccc2nc(NC(=O)C(C)(C)C)sc2c1
→ 4, 7, -5, 85*[5 µM], -17, 3, -6, 5, -1
41: CN1CCN(C2=Cc3ccccc3Sc3cc(F)c(Cl)cc32)CC1
→ 5, 12, -14, 19, -11[20 µM], 7, 5, 5, -9
53: COc1ccc(CN2CCCC(CNC(=O)c3ccc(F)cc3)C2)c(F)c1 (stereo unspecified)
→ 3, 7, -6, 21, -18, -4, -12, 5, -5
54: O=C(CSc1ncccc1-c1nc2ccccc2[nH]1)N1CCc2ccccc21
→ 24, 14, 8, 18, -19, -4, -4, 5, 9
31: COc1cccc(-c2nn(-c3ccccc3)cc2C(=O)n2nnc3ccccc32)c1
→ 7, 1, 4, -11, -23[20 µM], -1, 5, 6, -16
47: Cc1ccc(C)n1-c1nn(S(=O)(=O)c2cccc3cccnc23)c2cccc(F)c12
→ -15, 7, 6, 16, -20, -5, -4, -2, -15
49: CCOC(=O)C1CCCN(C(=O)c2cc3nc(-c4cccc(OC)c4)cc(C(F)(F)F)n3n2)C1 (stereo unspecified)
→ -20, 0, 4, 10, 11, -1, 2, 3, 2
38: CCC(=O)N(C)CCc1cc2c(c(OC)c1/C=N/NC(=O)[C@H]1C[C@@H]1c1ccccc1)OCO2
→ -3, 11, -8, -1, -7, 1, -8, 4, 2
